Compound activity: PubChem BioAssay, National Center for Advancing Translational Sciences (NCATS)
TRPV1 ag = activates the human vanilloid receptor TRPV1; Q8NER1; TRPV1-expressing cells, Fluo-8 calcium influx, agonist mode; activation, % at 8.33 µM; 0.19% of 320,000 active; AID 540275; in the data active = activation above about 80%; inconclusive = between about 30% and that limit; also: 0% is about no effect
Target sequence (Q8NER1 whole entry, looked up): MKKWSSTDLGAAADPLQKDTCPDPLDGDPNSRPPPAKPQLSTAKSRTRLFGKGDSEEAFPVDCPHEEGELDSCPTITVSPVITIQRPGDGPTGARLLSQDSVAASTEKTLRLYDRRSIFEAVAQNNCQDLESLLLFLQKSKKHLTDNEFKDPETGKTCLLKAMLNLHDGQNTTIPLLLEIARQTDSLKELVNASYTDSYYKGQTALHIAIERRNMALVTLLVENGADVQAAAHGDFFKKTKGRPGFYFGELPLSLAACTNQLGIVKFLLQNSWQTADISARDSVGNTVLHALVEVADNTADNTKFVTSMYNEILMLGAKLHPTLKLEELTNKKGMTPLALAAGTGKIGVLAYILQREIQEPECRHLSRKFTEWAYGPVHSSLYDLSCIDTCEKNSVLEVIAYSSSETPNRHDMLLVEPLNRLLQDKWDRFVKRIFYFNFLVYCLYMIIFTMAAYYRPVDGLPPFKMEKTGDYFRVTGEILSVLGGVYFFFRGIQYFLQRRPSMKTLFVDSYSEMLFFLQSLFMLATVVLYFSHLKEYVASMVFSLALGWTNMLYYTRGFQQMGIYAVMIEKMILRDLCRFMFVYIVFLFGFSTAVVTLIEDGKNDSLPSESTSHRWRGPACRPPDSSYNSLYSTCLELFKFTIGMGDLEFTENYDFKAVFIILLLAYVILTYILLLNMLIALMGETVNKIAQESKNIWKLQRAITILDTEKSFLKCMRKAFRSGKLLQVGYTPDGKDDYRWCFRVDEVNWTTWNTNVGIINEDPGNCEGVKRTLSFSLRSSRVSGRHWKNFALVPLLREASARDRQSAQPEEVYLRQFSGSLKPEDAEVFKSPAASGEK
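Fluo-8 calcium influx in TRPV1-expressing cells, kinetic read (ex 480/em 520 nm). Compound added and read 3 min for agonist activity, followed by capsaicin at EC20 final and 2 min further read for enhancement.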
Menin MLL FP TR = displaces Texas Red mutant MLL peptide from human menin | O00255 | Menin + Texas Red MLL mutant peptide, fluorescence polarization | Potency, µM (series often up to 61.6 µM), for the others: at the highest dose FP activity change, negative = inhibition, usual class: inhibitors | 0.23% of 270,000 active | AID 1768; active = well fitted inhibition curve with a large enough effect in the polarisation, with a control signal flat, not every such curve was filed as active; inconclusive = small, poorly fitted or top-dose-only effect, or effect the other way, or a change in a side signal; inactive = no such curve, though single readings can be large or run the other way; the % refers to the polarisation; also: potency is read from the fitted curve at half-maximal effect; % of control where 0% means no effect; many of its hits are not listed in these tables
MLL CXXC-DNA inh = MLL CXXC-DNA interaction inhibition; Q03164; MLL-CXXC / FITC-HOXA9 DNA fluorescence polarization; Potency, µM (titrated, usually from 115 µM), without a hit: at the top dose activity change, negative = inhibition, hits mostly inhibitors; 0.037% of 290,000 active; active = well fitted inhibition curve with a large enough effect in the polarisation, with a control signal flat, not every such curve was filed as active; inconclusive = small, poorly fitted or top-dose-only effect, or effect the other way, or a change in a side signal; inactive = no such curve, though single readings can be large or run the other way; the % refers to the polarisation; also: potency is read from the fitted curve at half-maximal effect
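Fluorescence polarization: 7 uM MLL-CXXC (stock) preincubated 5 min with compounds, then 50 nM fluorescein-HOX-A9 DNA (stock) added; 30 min ambient. Buffer 50 mM Tris-HCl pH 7.5, 50 mM NaCl, 1 mM DTT, 0.05% BSA.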
PKM2 act = PKM2 (human) enzyme activation | P14618 | purified PKM2, Kinase-Glo ATP luminescence, activation; response scale: 0% is enzyme alone, no compound | Potency, µM (top dose mostly 57.5 µM), inactives show top-dose activation, hits mostly activators | 0.34% of 260,000 active | AID 1631; also: potency is read from the fitted curve at half-maximal effect; % is scaled to controls: 0 for no effect and ±100 for the full control effect; nearly all actives have a fitted effect of over 55% in size
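ATP formation by purified human PK-M2, quantified via coupled luciferase luminescence after 1 h at room temperature with 0.1 mM ADP and 0.5 mM PEP final.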
B2AR arrestin = beta2AR (human) beta-arrestin recruitment activity | P07550 | beta-arrestin recruitment to beta2AR, cell-based reporter | Potency, µM (top dose mostly 46.1 µM), inactives show at the highest dose activation, hits mostly activators | 0.02% of 330,000 active | AID 492947;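 also: potency is read from the fitted curve at half-maximal effect; 0% = DMSO controls and full agonism = EC100 isoproterenol or metaproterenol; nearly all actives have a fitted effect of over 65% in size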
GALK inhibitor = inhibitors of human galactokinase | 0.007% of 270,000 active | Potency, µM (doses to about 57.5 µM), for inactives: at the top dose activity change, negative = inhibition, most hits filed as inhibitors | Purified GALK, Kinase-Glo residual ATP luminescence | AID 1868 | P51570; also: potency is read from the fitted curve at half-maximal effect; % is scaled to controls: 0 for no effect and ±100 for the full control effect
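GALK at 5 nM final was combined with compound, 35 uM ATP and 100 uM galactose in HEPES pH8.0 with MgCl2 and DTT. The reaction ran one hour at room temperature before luminescent ATP detection.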
USP2a block = USP2a (human) protease inhibition. 0.01% of 330,000 active. AID 463254. USP2 core, Ub-CHOP2 coupled fluorogenic reporter, 485/531. Potency, µM (doses to about 38.3 µM), for the others: at the top dose activity change, negative = inhibition, hits mostly inhibitors;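 also: potency is read from the fitted curve at half-maximal effect; plate controls were DMSO wells for no effect and full inhibition by NEM control for full effect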
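Cell-free coupled assay: 10nM USP2 core preincubated 30min RT with compound in Tris-HCl pH 8.0/CaCl2/CHAPS buffer, then 25nM Ub-CHOP2 and 25nM reporter substrate; fluorescence (Ex 485/Em 531) read after 60min RT, normalized to NEM inhibition, concentration-response curves fitted.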
Coupling enz = coupling enzyme interference in Giardia aldolase counter-screen; activity change, negative = inhibition, % at 58.2 µM, hits read low; coupling enzyme system counterscreen, AmpLite Red fluorescence; 0.67% of 290,000 active; in the data active = activity change below about -30%; also: % is scaled to controls: 0 for no effect and ±100 for the full control effect
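Coupling enzymes only (glyceraldehyde-3-phosphate) + compound, at 57.5 uM final, 10 min RT; add substrate/coupling/AmpLite Red mix, 20 min RT; fluorescence ex 525/em 598 nm. Actives flag coupling-system interference.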
Giardia kill = Giardia lamblia killing; Giardia lamblia trophozoite viability; 0.15% of 340,000 active; activity change, % at 7.66 µM, hits read low; in the data active = activity change below about -80%; inconclusive = between about -30% and that limit;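 also: parasites exposed to compound for two days anaerobically before the ATP read; % is scaled to controls: 0 for no effect and ±100 for the full control effect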
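Luminescent ATP signal served as the viability read-out, measured 15-30 min after adding ATP detection reagent to trophozoites that had been incubated with compounds for 48 hrs at 37 deg C anaerobically at 100 cells/well.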
KCNH2 3.1 inh = inhibitors of human KCNH2 3.1 potassium channel isoform. 0.95% of 340,000 active. AID 720553. activity change, % (tested at about 1.8 µM). U2OS KCNH2 3.1, thallium flux FluxOr; hits give low values;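 active = maximum activity change below -70%; inconclusive = maximum activity change from -70% to -50%; inactive = maximum activity change above -50%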;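 also: thallium influx rate constant from kinetic fluorescence after stimulation buffer; % is scaled to controls: 0 for no effect and ±100 for the full control effect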
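Steps: virus added to U2OS suspension (4 h, RT, dark); medium with 10% FBS added, cells plated, 37 C overnight; FluxOr/Red40 loading buffer 45 min RT; stimulation buffer, 2 min kinetic read; rate constant normalized.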
KCNH2 WT inh = KCNH2 (human, wildtype) channel inhibition; activity change, % at 1.84 µM; U2OS, BacMam KCNH2, thallium flux FluxOr; hits give low values; 0.37% of 340,000 active; AID 720551; Q12809;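 active = maximum activity change below -70%; inconclusive = maximum activity change between -70% and -50%; inactive = maximum activity change above -50%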; also: % is scaled to controls: 0 for no effect and ±100 for the full control effect
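U2OS cells transduced with wild-type KCNH2 virus are loaded with FluxOr dye for 45 min, and thallium flux is measured in kinetic reads before and after stimulation buffer. Rate constants are normalized to DMSO controls.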
Active calls of the source: *; ? = inconclusive; . = no result given; & = joins results of further samples; [ ] = another dose, or the depositor's remark. Unless noted, calls follow the shape of the dose curve; as a rule, active = well fitted curve in the direction sought with a large enough effect; inconclusive = small, poorly fitted or top-dose-only effect, or another doubt; inactive = no such curve, though single readings can be large; an effect the other way counts as inactive or inconclusive. This is a subset, so the mix of outcomes need not match the whole.

Sequence of screens: TRPV1 ag	Menin MLL FP TR	MLL CXXC-DNA inh	PKM2 act	B2AR arrestin	GALK inhibitor	USP2a block	Coupling enz	Giardia kill	KCNH2 3.1 inh	KCNH2 WT inh
- COC(=O)c1c(NC(=O)C(C)C)sc2c1CCN(Cc1ccccc1)C2
→ -8	2%	.	-4%	0.2%	.	-4%	0	4	5	-8
- COc1cc(/C=N/NC(=O)Cc2c[nH]c3ccccc23)cc(OC)c1OC
→ -4	16%	21%	1%	-0.1%	3%	-1%	10	4	15	0
- O=C(CSc1ccccc1C(=O)O)Nc1cccc(C(=O)O)c1
→ -1	-2%	-10%	10%	0.2%	3%	3%	5	-8	-1	5
- O=S(=O)(c1ccc(F)cc1)N1CCN(c2ncccn2)CC1
→ -1	.	0%	22%	-0.7%	1%	-11%	-1	-13	-18	4
- CC(C)c1nc2sc3c(=O)n(N)cnc3c2c2c1COC(C)(C)C2
→ 5	-7%	-2%	-4%	-1.0%	4%	-2%	1	12	-12	-3
- Cc1ccc(C2=NS(=O)(=O)N(C)C(C(=O)NC3CCCC3)=C2)cc1
→ 24	18%	.	-3%	-0.1%	.	1%	0	13	5	1
- Cc1cccc(-c2nnc(SCCOc3ccc4c(C)cc(=O)oc4c3)o2)c1
→ 0	-2%	-2%	-1%	-0.1%	0%	2%	3	-5	4	6
- Cc1nc(SCC(=O)NC(=O)NCc2ccco2)nc(C)c1C
→ 2	-7%	0%	26%	0.2%	4%	2%	2	-7	5	-4
- O=c1[nH]cnc2c1c(-c1ccccc1)cn2-c1ccccc1
→ 10	7%	16%	1%[0.46 µM]	0.1%	7%	-5%	1	-17	-6	0
- CCC1(C(=O)c2ccccc2)C2c3cc(Br)ccc3OC(=O)C21C(=O)N1CCOCC1 (stereo unspecified)
→ 29	0%	0%	-6%	-0.7%	1%	-12%	5	-11	1	16
- COc1ccc(-c2nnc3ccc(SCC(=O)Nc4cc(C)on4)nn23)cc1OC
→ -3	16%	12%	-3%	0.3%	-1%	14%	3	-27	1	2
- CC(C)CCNC(=O)c1ccc2c(c1)ncn2C1CCCCC1
→ ?	?	9%	13%	-0.3%	0%	-2%	2	15	-8	-9
- O=C(NCC(c1ccco1)N1CCCC1)c1ccccc1Sc1ccc(C(F)(F)F)cc1[N+](=O)[O-] (stereo unspecified)
→ 10	.	.	.	-0.3%	.	4%	.	-5	5	10
- COc1ccc2nc(/C=N/NC(=O)[C@H](CCSC)NC(=O)OC(C)(C)C)ccc2c1
→ -2	9%	14%	-13%	0.1%	-3%	0%	2	7	-27	-45
- Cc1nn(C)cc1C1C(C#N)=C(N)N(c2ccc(F)c([N+](=O)[O-])c2)C2=C1C(=O)CCC2 (stereo unspecified)
→ 0	12%	-2%	14%	1.3%	.	1%	-11	4	3	-11
- O=C(NNc1nc(-c2ccccc2)cs1)c1ccco1
→ -5	12%	11%	-5%	-0.1%	0%	2%	2	7	10	-1
- Cc1nnc2n(-c3ccccc3)c(=O)c3c4c(sc3n12)COC(C)(C)C4
→ -1	-5%	-2%	-2%	-0.2%	3%	2%	2	-3	1	0
- CCCCOc1ccc(NC(=O)C(=O)NCCC2=CCCCC2)cc1
→ 2	.	9%	-3%	0.1%	-3%	3%	6	-16	-4	-3
- CCOC(=O)C1CCCN(CC(O)COC(c2ccccc2)c2ccccc2)C1 (stereo unspecified)
→ 1	-21%	2%	0%	-1.1%	-2%	1%	0	?	-96*	-77*
- CCN(CC)S(=O)(=O)c1ccc(C(=O)NNC(=O)c2cccs2)cc1
→ 0	3%	11%	-3%	-0.8%	1%	3%	3	37[activator]	17	-14

Additional structures follow:
Sequence of screens: TRPV1 ag	Menin MLL FP TR	MLL CXXC-DNA inh	PKM2 act	B2AR arrestin	GALK inhibitor	USP2a block	Coupling enz	Giardia kill	KCNH2 3.1 inh	KCNH2 WT inh
- CCOc1ccc(C(=O)n2cc(C(=O)OC)c3ccccc32)cc1OCC
→ -3	-4%	4%	15%	-0.9%	6%	-5%	-1	27	-5	-8
- O=C(NCc1ccccc1)c1c(F)c(F)c(F)c(F)c1F
→ 1	0%	4%	5%	-0.5%	5%	-4%	0	-15	-9	0
- COC(=O)CSc1nnc(CNC(=O)c2ccccc2F)n1-c1ccccc1
→ -1	-3%	9%	-4%	-0.4%	0%	-1%	3	-20	-8	3
- O=C(CCc1nc2ccccc2s1)c1ccccc1
→ 3	14%	5%	4%	-0.5%	3%	1%	-3	-14	-3	-9
- O=C(CCSCc1cccc(Cl)c1)NC1CCCC1
→ ?	-28%	-6%	-8%	3.2%	0%	-2%	-1	-12	0	12
- Oc1cc(O)c2c(c1)O[C@H](c1ccc(O)c(O)c1)[C@@H](O)C2
→ -3	-2%	3%&0%	20%	-0.5%	1%	-4%	-1&1	9	4	-6
- CC1CCC(C(=O)NC(C(=O)NCCCN2CCOCC2)C(C)C)CC1 (stereo unspecified)
→ -1	-15%	-2%	-4%	-0.4%	0%	2%	1	-6	11	-17
- O=C(NCc1ccco1)/C(=C/c1cccc([N+](=O)[O-])c1)NC(=O)c1ccco1
→ 0	7%	24%	1%	0.1%	15%	0%	1	0	10	26
- COc1cc(C(=O)Nc2cc(C)ccc2C)ccc1OCc1c(C)noc1C
→ .	.	.	.	0.3%	.	-2%	.	-26	-2	2
- O=C(CCc1ccccc1)N1CCN(c2ccc([N+](=O)[O-])cc2)CC1
→ ?	-9%	14%	0%	-0.2%	9%	0%	2	1	?	19
- O=C(NCc1nnc(SCC(=O)N2CCCc3ccccc32)o1)c1ccccc1F
→ -2	-9%	7%	-5%	11%	0%	-1%	2	-4	-4	-5
- COc1ccccc1NS(=O)(=O)c1cccc(-n2c(O)c(C=Nc3ccccc3C(=O)O)c3ccccc3c2=O)c1
→ 3	.	24%	-1%	6.1%	-23%	1%	5	-6	-11	-11
- Cc1ccc2[nH]c(=O)c3cc(C(=O)N(C)C4CCCCC4)sc3c2c1
→ 20	?	2%	.	2.7%	6%	0%	4	3	-13	6
- CN(C)c1ccc(C(CNS(=O)(=O)c2ccc(F)cc2)c2c[nH]c3ccccc23)cc1 (stereo unspecified)
→ 2	?	11%	-4%	0.0%	-4%	2%	-8	2	5	-1
- Cn1nc(C(F)(F)F)c(-c2ccc(F)cc2)c1NC(=O)c1ccco1
→ 0	.	-11%	-2%	-0.6%	.	1%	9	0	1	3
- [O-][n+]1onc2c1CCc1[nH]c(-c3ccccc3)nc1-2
→ 26	?	2%	0%	0.3%	0%	0%	-1	18	-27	-28
- COc1cc(NS(=O)(=O)c2ccc(OC)c(OC)c2)cc(OC)c1
→ 1	1%	2%	7%	-2.3%	5%	0%	2	-19	4	-14
- CC(C)(C)C(=O)NC1CC2CCCC(C1)N2C(=O)Nc1ccccc1F (stereo unspecified)
→ -3	0%	3%	-2%	4.9%	-8%	-1%	4	-13	-2	-5
- CC(=O)N1CCOc2ccc(S(=O)(=O)N3C(C)CCCC3C)cc21 (stereo unspecified)
→ 0	1%	-4%	1%[0.46 µM]	-0.4%	-1%	1%	0	-11	-3	-11
- CC(C)N(C(=O)CSc1nnc(Cc2ccc3c(c2)OCO3)n1C)C(C)C
→ -5	-1%	-1%	-2%	-0.1%	0%	2%	1	13	-8	-4

Additional entries
Sequence of screens: TRPV1 ag	Menin MLL FP TR	MLL CXXC-DNA inh	PKM2 act	B2AR arrestin	GALK inhibitor	USP2a block	Coupling enz	Giardia kill	KCNH2 3.1 inh	KCNH2 WT inh
- O=C(Nc1ccc(OCc2ccccc2)cc1)c1cccnc1
→ 10	-4%	12%	-5%	-0.3%	1%	1%	-1	-12	-16	.
- CCCCOc1ccc(C(=O)N/C(=C/C=C/c2ccccc2)C(=O)NCCO)cc1
→ 9	1%	-4%	3%	-1.1%	.	2%	-1	-1	.	33
- Cc1ccc(C(=O)Oc2ccc([N+](=O)[O-])cc2)cc1S(=O)(=O)N1CCCCCC1
→ -9	17%	5%	-3%	0.4%	-1%	2%	4	1	-27	0
- c1ccc(-c2cc(N3CCCCC3)nc(-c3ccccc3)n2)cc1
→ -7	3%	1%	10%	0.2%	0%	-4%	1	-9	7	11
